# Screening results deposited in PubChem BioAssay by several laboratories.
# PKA-R1A act – activators of PKA-R1A holoenzyme, primary screen, biochemical, fluorescence polarization, Cy5-IP20, bovine R1A, mouse PKAc; 0.083% of 340,000 active; PKA-R1A dissociation; scaled: DMSO 0%, 113 µM cGMP 100%; activation, % at 11.4 µM; AID 504707, 2011; cAMP-dependent protein kinase type I-alpha regulatory subunit (Bos taurus) + …;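 active = percent activation above the mean of all tested compounds plus 3 SD, cut at about 19% in these data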;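 also: higher means more PKAc released from R1A so a rise in polarization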
# PfHsp90 yeast 2 – growth inhibition of PfHsp90-expressing yeast, primary screen, antimalarial PfHsp90 inhibitor project, S. cerevisiae, BacTiter-Glo luminescence, single point, set 2 | BacTiter-Glo ATP, 48 h; yeast lacking PDR1 and PDR3 efflux regulators | inhibition, % at 9.4 µM | 0.32% of 310,000 active;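 active = every replicate shows inhibition above about 80%, whatever the replicate mean, limit read from the data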;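 also: 0% = DMSO neutral controls and 100% = 20 µM radicicol positive controls; yeast relying on Plasmodium falciparum Hsp90 in place of its own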
# E coli growth – E. coli V3065 growth inhibition, primary screen, counter-screen for AddAB inhibitor project, absorbance, OD600. 18 h. 0.27% of 330,000 active. AID 449728, 2010. inhibition, % at 11.9 µM;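 active = inhibition above the campaign's mean inhibition across all tested compounds plus 3 SD, cut at about 9.9% in these data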;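 also: uninfected addAB+ strain grown without phage in ampicillin broth; 0% = DMSO wells and 100% = ciprofloxacin 0.95 µg/ml wells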
# Pemphigus Ab inh – inhibitors of pemphigus antibody binding to DSG3, primary screen, biochemical, bead-based, flow cytometry, scFv-GFP; 0.48% of 310,000 active; AID 588358, 2011; binding (percent of control), % at 10 µM; DSG3-coupled beads, scFv-anti-DSG3-GFP binding; active compounds read low;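 active = binding more than 3 SD below its plate's average and above zero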;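 also: hits lower antibody fragment binding to DSG3; some compounds called inactive have numbers as strong as hits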
# MOR-DOR ag – agonists of OPRM1-OPRD1 heterodimerization, primary screen, cell-based, luminescence; Mu-type opioid receptor (Homo sapiens) + Delta-type opioid receptor (Homo sapiens), …; cells; activation, % at 9.3 µM; 0.3% of 340,000 active; in the data active = activation above about 18%;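 also: 0% = vehicle-treated cells and 100% = reference agonist; values of inactives mirror those of a sister screen read the other way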
# Target sequence (P35372 whole entry, looked up): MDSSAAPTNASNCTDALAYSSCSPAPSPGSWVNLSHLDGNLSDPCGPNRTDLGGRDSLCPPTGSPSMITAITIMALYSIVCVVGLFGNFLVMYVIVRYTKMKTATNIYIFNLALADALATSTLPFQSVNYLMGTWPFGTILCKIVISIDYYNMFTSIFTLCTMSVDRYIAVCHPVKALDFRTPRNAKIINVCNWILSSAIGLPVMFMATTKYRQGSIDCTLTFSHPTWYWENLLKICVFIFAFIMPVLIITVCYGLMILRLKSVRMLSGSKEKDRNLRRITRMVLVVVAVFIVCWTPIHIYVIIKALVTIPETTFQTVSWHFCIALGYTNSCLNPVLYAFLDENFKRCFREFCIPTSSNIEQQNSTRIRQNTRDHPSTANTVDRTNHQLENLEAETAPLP
# Target sequence (P41143 whole entry, looked up): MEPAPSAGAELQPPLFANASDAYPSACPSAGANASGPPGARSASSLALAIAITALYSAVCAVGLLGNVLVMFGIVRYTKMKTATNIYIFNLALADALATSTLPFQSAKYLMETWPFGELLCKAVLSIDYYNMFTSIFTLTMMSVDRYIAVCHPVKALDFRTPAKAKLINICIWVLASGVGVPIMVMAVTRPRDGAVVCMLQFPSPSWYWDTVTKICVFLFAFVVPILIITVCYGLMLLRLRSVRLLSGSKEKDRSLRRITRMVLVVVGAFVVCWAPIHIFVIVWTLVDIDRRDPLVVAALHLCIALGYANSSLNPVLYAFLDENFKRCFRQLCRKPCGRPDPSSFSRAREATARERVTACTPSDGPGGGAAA
# Tat transport – E. coli Tat export inhibitors, primary screen, MC4100, TorA-mCherry reporter, fluorescence, single point; inhibition, % at 10 µM; 0.036% of 340,000 active; AID 488895, 2010;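 active = mean replicate inhibition at least 50% and at least half of replicates individually reaching 50%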;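 also: exported cargo escapes ClpAP degradation while cytoplasmic cargo is degraded and loses fluorescence; 0% = median of neutral control wells and 100% = median of NaSCN control wells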
# MOR-DOR inv ag – inverse agonists of MOR-DOR heterodimerization, primary screen, cell-based, luminescence | Mu-type opioid receptor (Homo sapiens) + Delta-type opioid receptor (Homo sapiens), … | AID 504357, 2011 | 0.21% of 340,000 active | inhibition, % at 9.3 µM | cell-based MOR-DOR heterodimer luminescence, inverse agonism; in the data active = inhibition above about 22%, passing the limit was not always enough;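 also: 0% = cells with DMSO and 100% = wells without cells with DMSO; values of inactives mirror those of a sister screen read the other way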
# Arrestin-AP2 inh – inhibitors of beta-arrestin/AP2 binding, primary screen, biochemical, GPCR trafficking, flow cytometry | beta-arrestin 1 C-terminal peptide binding to AP2 beta2-adaptin appendage (human) | FITC-arrestin peptide / GST-AP2 beads; AP2 beta2 appendage carries R879A mutation | inhibition, % at 10 µM | 0.31% of 340,000 active;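 active = inhibition above a set limit, near 3 SD of compounds lacking own fluorescence, cut at about 54% in these data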;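 also: plate controls were DMSO wells for no effect and 5 µM unlabelled arrestin peptide for full effect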
#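 System: GST-AP2 R879A bound to glutathione beads, E. coli-expressed. Also added: 50 nM FITC-arrestin peptide. Schedule: compound with beads 12 min RT, then probe 1 h RT. Signal: bead flow cytometry, FITC channel. Read-out basis: percent response.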
# SUMO Mot1 rescue – yeast Mot1-301 growth rescue at high temperature, primary screen, SUMOylation pathway inhibitor project, S. cerevisiae, ATP luminescence, 38.5C; AID 2716, 2010; S. cerevisiae Mot1-301 growth rescue; percent above DMSO median, 100 means doubled; 1% of 320,000 active; growth rescue, % at 18.8 µM;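 active = every valid replicate shows activation above 250% relative to neutral control wells; inactive = the rest, any valid replicate at or below 250%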;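 also: OY570 slx delta 5 strain wells were the positive control but not used for scaling; some compounds called inactive have numbers as strong as hits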
# phage Ecoli inh – growth loss of phage-infected E. coli, primary screen, RecBCD inhibitor project, absorbance, with phage, HTS; inhibition, % at 11.9 µM; 0.26% of 360,000 active; in the data active = inhibition above about 11%
# AddAB inh – growth inhibition of E. coli expressing H. pylori AddAB, primary screen, AddAB inhibitor project, absorbance | inhibition, % at 11.9 µM | 0.29% of 330,000 active; in the data active = inhibition above about 12%;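 also: 0% = vehicle wells of infected cells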
# Active calls of the source: *; . = no result given.
SMILES,PKA-R1A act,PfHsp90 yeast 2,E coli growth,Pemphigus Ab inh,MOR-DOR ag,Tat transport,MOR-DOR inv ag,Arrestin-AP2 inh,SUMO Mot1 rescue,phage Ecoli inh,AddAB inh
O=C(CCCn1cnc([N+](=O)[O-])n1)Nc1cccc(Cl)c1Cl,-7,-11,0.9,69,1.3,-10,-7,10,-7,3.3,3.6
c1csc(C(c2nnnn2C2CCCCC2)N2CCCC3(CCCCC3)C2)c1 (stereo not drawn),-3,-31,1.7,.,-0.3,3,2,22,-15,2.2,0.8
COc1ccc(N2C(=O)CC(c3cc(OC)c(OC)c(OC)c3)CC2=O)cc1,-6,6,-1.3,99,-1.6,-5,8,-3,1,3.9,-3.9
Cc1c(NC(=O)CSc2ccc3c(c2)OCCO3)c(=O)n(-c2ccccc2)n1C,-2,11,-0.5,.,-0.8,1,5,4,8,2.8,0.6
CCOC(=O)C1CCN(S(=O)(=O)c2cc(F)ccc2OC)CC1,-9,-11,0.1,89,-2.5,-2,12,5,-14,5.4,3.2
CSCCC(NC(=O)c1ccccc1)C(=O)Nc1ccc(C)cc1 (stereo not drawn),6,-11,-0.6,92,-1.4,-2,6,-1,8,5.3,0.6
COc1cc(NC(=S)NN2CCN(C)CC2)cc(OC)c1OC,-17,-2,-0.7,92,-4.5,-6,21,4,188,4.2,-0.3
NC(=O)[C@@H]1CCCN1C(=O)c1ccc2nc(Cc3cccc(Cl)c3)oc2c1,3,12,0.0,100,-2.8,23,15,-11,228,0.6,1.6
COc1cc(NC(=O)CSc2nnc3ccccn23)cc(OC)c1,3,5,0.5,.,-3.8,4,15,31,-9,5.8,3.3
CCOC(=O)c1ccc(NC(=O)c2ccc3c(c2)C(=O)N(CC2CCCO2)C3=O)cc1 (stereo not drawn),-5,0,0.2,108,2.6,2,-18,1,80,0.2,1.2
COc1ccccc1N1CCN(S(=O)(=O)c2ccc(-c3ccc(=O)[nH]n3)o2)CC1,-9,-5,-0.3,100,-2.3,-1,13,0,3,-1.5,3.7
COCCCn1c(C(=O)N2CCOCC2)cc2c(=O)n3ccccc3nc21,-2,2,1.6,109,-1.1,4,6,24,11,3.4,0.8
COc1ccc(OC)c(S(=O)(=O)Nc2cccc3ccc(O)cc23)c1,1,-14,-0.7,112,-1.1,0,6,-6,1,3.6,0.8
Cc1cc(C)cc(Oc2c(C(F)(F)F)oc3cc(OCC(=O)O)ccc3c2=O)c1,-1,7,-1.7,93,-0.6,11,3,-2,-8,2.0,-0.3
O=C(c1ccco1)N1CCN(S(=O)(=O)c2ccc(S(=O)(=O)NC3CC3)cc2)CC1,-3,-9,1.2,103,-2.2,-5,13,4,16,2.0,1.6

# Shown with two lines to a compound: part of the list above
# Results follow in this order: PKA-R1A act | PfHsp90 yeast 2 | E coli growth | Pemphigus Ab inh | MOR-DOR ag | Tat transport | MOR-DOR inv ag | Arrestin-AP2 inh | SUMO Mot1 rescue | phage Ecoli inh | AddAB inh
- CSCCC(NC(=O)c1ccccc1)C(=O)Nc1ccc(C)cc1 (stereo not drawn)
  6 | -11 | -0.6 | 92 | -1.4 | -2 | 6 | -1 | 8 | 5.3 | 0.6
- COc1cc(NC(=S)NN2CCN(C)CC2)cc(OC)c1OC
  -17 | -2 | -0.7 | 92 | -4.5 | -6 | 21 | 4 | 188 | 4.2 | -0.3
- NC(=O)[C@@H]1CCCN1C(=O)c1ccc2nc(Cc3cccc(Cl)c3)oc2c1
  3 | 12 | 0.0 | 100 | -2.8 | 23 | 15 | -11 | 228 | 0.6 | 1.6

# (more compounds)
SMILES,PKA-R1A act,PfHsp90 yeast 2,E coli growth,Pemphigus Ab inh,MOR-DOR ag,Tat transport,MOR-DOR inv ag,Arrestin-AP2 inh,SUMO Mot1 rescue,phage Ecoli inh,AddAB inh
COc1cc(C(=O)COC(=O)C2CCN(c3ccc(C(F)(F)F)cn3)CC2)ccc1OC(F)F,-1,6,1.5,100,1.3,-3,-8,-11,1,1.4,-0.3
COc1ccc(C2=C/C(=C\c3cccc(OC(C)=O)c3)C(=O)O2)cc1,-7,8,-3.0,119,-0.1,5,0,4,2,3.9,0.8
CC(=O)c1ccc(NC(=O)CC2S/C(=N/N=C3CCCCCC3)NC2=O)cc1 (stereo not drawn),0,-5,.,98,-3.8,1,19,-12,.,3.0,.
CCCCCC1CC(CC(=O)Nc2ccc([N+](=O)[O-])cc2)OC1=O (stereo not drawn),-7,-3,2.2,.,1.4,-4,-7,-22,-12,-2.2,2.0
Cc1nc2nc(-c3ccccc3)[nH]n2c(=O)c1C,-7,5,0.3,105,2.0,24,-11,7,-10,3.4,2.0
Nc1nc(SCC(=O)Nc2ccccc2Sc2ccccc2)n[nH]1,1,-1,1.8,103,-1.1,13,6,3,-1,-0.5,1.0
CCOC(=O)C1=C(CSc2nc(CC)c(C)cc2C#N)OC(N)=C(C#N)C1c1ccccc1 (stereo not drawn),-14,-2,0.5,108,-2.6,6,11,20,-19,1.1,2.4
Cc1cc(C)c(NC(=O)CSc2nnc(-c3ccco3)n2N)c(C)c1,1,-8,-1.7,99,-5.9,-4,26,27,0,1.2,1.1
O=C(COC(=O)/C=C/c1ccc(F)cc1)NCC1CCCO1 (stereo not drawn),14,9,-0.3,100,-1.0,1,4,-1,11,0.5,2.3
Cn1c(SCc2ccccc2)nc2c1c(=O)[nH]c(=O)n2C,8,0,3.1,101,-0.4,-10,2,5,-6,-0.4,-0.4
CCOn1c(=O)c(C)[n+]([O-])c2ccccc21,5,-12,-0.6,109,1.5,6,-8,-13,-30,3.0,3.6
COc1ccc(CCNC(=O)C(=O)c2c(C)n(C)c3ccccc23)cc1OC,7,-17,-1.4,.,-0.8,-5,4,-5,1,-0.5,1.6
CN(CC(=O)Nc1ccc(Cl)cc1)C(=O)c1ccc(NS(=O)(=O)c2ccc3[nH]c(=O)[nH]c3c2)cc1,-1,.,1.6,119,3.0,-2,-20,7,120,-0.8,1.9
CN(NC(=O)c1ccccc1F)c1ccc([N+](=O)[O-])cn1,2,12,0.5,105,-3.3,4,17,6,-10,1.5,0.8
Cc1cc(NC(=O)CSc2nc(=O)n3cccc(C)c3n2)no1,-3,.,2.7,101,-0.6,-27,4,2,-13,0.3,2.9
CCCOC(=O)c1ccc(Cl)c(NC(=O)c2ccc(-c3ccccc3)cc2)c1,7,-11,1.6,95,-1.9,3,11,-1,-2,-0.6,0.8
COC(=O)CN1C(=O)[C@H]2[C@@H](C3CC3)N3C(=O)CN(Cc4ccccn4)C(=O)[C@@]3(Cc3ccccc3)[C@H]2C1=O,9,.,0.2,103,3.5,-7,-20,-1,-14,4.4,3.5
COc1cc(CCC(=O)OCC(=O)NCc2ccc(Cl)cc2)cc(OC)c1OC,1,4,0.2,102,-1.4,-13,8,32,6,2.9,3.3
O=C(N1CCN(c2ccccc2)CC1)C(F)(F)C(F)(F)F,-7,1,2.3,101,0.4,-8,-2,-4,-2,1.3,0.5
Cc1cc(C(=O)CSc2nn(-c3ccccc3)c(=S)s2)c(C)n1Cc1ccco1,11,.,1.2,100,-0.6,2,3,-5,-8,2.5,1.4
CC1(C(=O)NC23CC4CC(CC(C4)C2)C3)CC1(Cl)Cl (stereo not drawn),-9,-12,0.2,97,-1.2,-2,6,3,14,0.2,0.6
COc1ccc(/C=C2\CCCc3c2nc2ccc(C)cc2c3C(=O)O)cc1O,-4,-40,-1.6,99,-0.5,-7,3,5,34,1.4,3.5
COC(=O)CSc1nc(N)c(NC(=O)c2ccc(OC)c(OC)c2)c(=O)[nH]1,-7,4,1.7,101,-0.2,-3,1,-4,-6,2.5,-3.4
Cc1cccc(C(=O)OCC(=O)c2ccc3c(c2)OCCO3)c1O,7,.,0.3,97,-0.8,-9,3,43,7,1.1,1.9
Cc1cc(S(=O)(=O)N2CCN(Cc3ccc4c(c3)OCO4)CC2)cc(C)c1N1CCCC1=O,3,-35,-0.2,108,0.8,3,-4,20,14,2.4,2.1
CC[C@H](C)[C@@H](C(=O)NCCCCCCCCCCC(=O)N1CCNCC1)n1cc(CCCCN=C(N)N)nn1,-7,32,-4.3,106,-1.7,4,9,3,-15,2.1,-1.6
Cn1c(-c2ccccc2)cnc1NCc1ccc(-c2ccccc2)cc1,-1,-18,-2.1,121,-2.0,-17,10,23,383*,-1.1,2.4
COc1cccc(-n2c(SCC(N)=O)nnc2-c2c[nH]c3ccccc23)c1,-5,28,1.1,78,-1.9,2,11,3,-14,1.6,0.7
CC(=O)c1ccc(S(=O)(=O)N2CCN(CC(=O)Nc3ccccc3C(=O)NC3CC3)CC2)cc1,-5,.,-0.2,98,-4.7,-6,19,-8,-2,1.6,3.5
CCCC(=O)OCCNc1cc(SCCC(=O)OC)c2nonc2c1[N+](=O)[O-],4,19,0.1,103,-2.0,-5,10,0,-1,0.1,1.1
Cc1cc(NC(=O)Cc2ccccc2)c2ccccc2n1,-7,-30,5.2,96,0.0,3,0,-8,-1,4.6,5.9
O=C(C1=C[C@H](c2ccc3c(c2)OCO3)C[C@H](OCCCCO)O1)N1CCOCC1,-9,-52,0.0,98,-2.6,-1,14,-1,13,2.4,0.5
Cc1ccccc1NC(=S)N(C)CCc1ccccn1,6,0,-0.9,93,-2.9,-9,14,-4,-10,2.4,-0.3
COc1ccc(CNC(=O)C[C@H]2C[C@H](C(=O)N3CCCCC3)[C@@]3(CCc4ccccc4)c4[nH]c5ccc(Cl)cc5c4CCN3C2=O)cc1OC,-11,0,-2.5,103,-3.3,-3,16,9,.,-0.5,-1.1
CCOC(=O)c1nnn2c1nc(Nc1cccc(C(F)(F)F)c1)c1ccccc12,.,.,-1.1,102,.,.,.,5,97,3.2,0.3
Nc1cnc(Br)cc1Br,-8,-5,1.3,118,-0.1,-2,0,5,-6,-0.6,-1.5
Cc1cc(C(=O)CCC(=O)NCc2ccccc2F)c(C)s1,0,-4,1.9,106,-0.8,9,4,7,-14,6.3,0.8
CCOC(=O)C(C)c1ccc2cc(OC)ccc2c1 (stereo not drawn),5,-1,1.7,113,2.4,-5,-14,-1,12,2.1,1.9
CC(C)CN(C(=O)CCCc1nc2ccccc2c(=O)[nH]1)c1c(N)n(Cc2ccccc2)c(=O)[nH]c1=O,-1,4,-1.0,98,-1.6,5,10,-8,73,8.1,0.3
Cc1noc(C)c1NC(=O)Nc1ccc2c(c1)C(=O)N([C@H](C)CO)C[C@H](C)[C@@H](CN(C)C(=O)Nc1c(C)noc1C)O2,-17,4,2.5,98,-3.9,12,18,-6,-1,2.0,1.6
